From PubChem
hgDAF-12 ag = activates the H. glycines DAF-12 receptor ligand-binding domain; HEK293 GAL4-hgDAF12 UAS-luciferase reporter, agonist luminescence; normalized to butyrate control; activation, % at 6.8 µM; 1.8% of 370,000 active;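 active = activation above a cutoff set at the mean of all screened compounds plus 3 SD, cut at about 10% in these data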;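 note: 0% = DMSO wells and 100% = sodium butyrate wells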
Rev-erbA mod = modulates human Rev-erb alpha binding to DNA | activity, % at 10 µM | P20393 | Rev-erbα–FITC-DNA binding, fluorescence polarization, 90 min | AID 1259318 | 0.79% of 370,000 active;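 active = activity above about 14%, limit read from the data; passing the limit was not always enough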;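 note: 0% = DMSO wells with 35 nM protein and 100% = DMSO wells with 750 nM protein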
SMARCA2 act = activators of SMARCA2 function. MG213 cells, MMTV-luciferase reporter, dexamethasone, overnight. activation, % at 9.1 µM. 1% of 370,000 active; in the data active = activation above about 7.8%;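 note: 0% = vehicle wells and 100% = reference activator wells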
PLC-beta3 inh = blocks human PLC-beta3 enzyme activity; Purified PLC-beta3, fluorogenic substrate, fluorescence; inhibition, % at 12.2 µM; 0.18% of 370,000 active; AID 720704; in the data active = inhibition above about 11%;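 note: 0% = median of compound wells on plate and 100% = full blocker control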
Target sequence (Q01970 whole entry, looked up): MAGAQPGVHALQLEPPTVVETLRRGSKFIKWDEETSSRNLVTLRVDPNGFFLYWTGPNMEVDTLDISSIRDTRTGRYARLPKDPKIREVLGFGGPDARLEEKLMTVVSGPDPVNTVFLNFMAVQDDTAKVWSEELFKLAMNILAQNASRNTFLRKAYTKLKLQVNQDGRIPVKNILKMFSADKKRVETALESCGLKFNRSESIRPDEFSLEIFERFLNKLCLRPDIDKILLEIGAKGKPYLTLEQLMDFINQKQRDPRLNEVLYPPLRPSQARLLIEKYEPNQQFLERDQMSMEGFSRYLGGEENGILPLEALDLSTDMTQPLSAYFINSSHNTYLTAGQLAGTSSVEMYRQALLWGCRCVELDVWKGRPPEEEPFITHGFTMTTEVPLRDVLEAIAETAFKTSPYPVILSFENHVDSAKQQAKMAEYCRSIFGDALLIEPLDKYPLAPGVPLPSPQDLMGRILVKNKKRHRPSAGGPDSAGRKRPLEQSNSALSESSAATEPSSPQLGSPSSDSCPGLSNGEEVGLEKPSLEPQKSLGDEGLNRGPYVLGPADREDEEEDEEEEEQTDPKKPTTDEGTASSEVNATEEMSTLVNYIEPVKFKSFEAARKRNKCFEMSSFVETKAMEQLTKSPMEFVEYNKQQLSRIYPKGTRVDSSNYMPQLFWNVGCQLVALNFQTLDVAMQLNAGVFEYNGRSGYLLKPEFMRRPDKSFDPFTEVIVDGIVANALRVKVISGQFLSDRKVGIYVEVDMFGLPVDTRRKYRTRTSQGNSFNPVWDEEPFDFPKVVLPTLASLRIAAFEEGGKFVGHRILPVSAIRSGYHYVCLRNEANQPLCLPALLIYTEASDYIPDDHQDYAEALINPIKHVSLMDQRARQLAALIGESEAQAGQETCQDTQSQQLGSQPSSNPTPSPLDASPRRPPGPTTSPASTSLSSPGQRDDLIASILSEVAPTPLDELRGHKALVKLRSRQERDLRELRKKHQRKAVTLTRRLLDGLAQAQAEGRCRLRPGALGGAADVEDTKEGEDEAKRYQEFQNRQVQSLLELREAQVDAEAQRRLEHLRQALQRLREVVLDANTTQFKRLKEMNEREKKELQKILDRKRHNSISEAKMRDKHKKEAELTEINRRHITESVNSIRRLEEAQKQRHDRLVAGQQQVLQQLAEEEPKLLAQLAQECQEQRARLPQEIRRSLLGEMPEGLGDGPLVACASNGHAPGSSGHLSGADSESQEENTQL
HGIII-sPLA2 inh = Inhibits HGIII-sPLA2 liposome hydrolysis, primary screen; Q9NZ20; QFRET BODIPY PC-A2 liposome hydrolysis, fluorescence; inhibition, % at 12.2 µM; 0.56% of 370,000 active;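 active = inhibition above mean plus 3 SD of compounds lying within the high and low control bounds, cut at about 19% in these data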;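 note: 0% = median of test compound wells and 100% = no enzyme DMSO wells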
DAX1 inh-1 = inhibitors of human orphan nuclear receptor DAX1 (NR0B1). P51843. HEK293 Gal4-DAX1 luciferase reporter, luminescence. inhibition, % at 6.75 µM. 0.99% of 340,000 active. AID 504766;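 active = inhibition above the mean over all tested compounds plus 3 SD, cut at about 4.2% in these data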;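 note: 0% = DAX1-transfected cells with DMSO and 100% = empty-vector control cells with DMSO; inhibition shows as a rise in luminescence from relieved DAX1 repression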
DAX1 inh-2 = inhibitors of DAX1 repression of SF-1 activated StAR promoter; HEK293T StAR-luciferase reporter, SF-1/DAX-1 repression relief; inhibition, % at 6.8 µM; 1.1% of 370,000 active; AID 652010;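 active = inhibition above the mean over all tested compounds plus 3 SD, cut at about 3.6% in these data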;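 note: 0% = DAX-1 cells with DMSO and 100% = cells lacking DAX-1 with DMSO; higher inhibition means more luminescence from relief of DAX-1 repression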
ssDAF12 agonist = activators of S. stercoralis DAF-12 nuclear receptor | HEK293 ssDAF-12/GRIP1 lit1-tk-luc reporter, luminescence; % of 3 µM dafachronic acid response | 1% of 370,000 active | AID 652126 | activation, % at 6.8 µM;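 active = activation above the mean over all tested compounds plus 3 SD, cut at about 0.9% in these data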;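 note: 0% = DMSO-only wells and 100% = 3 µM delta7-dafachronic acid wells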
PG9 binder = binds the HIV-1 gp120 antibody PG9 | TR-FRET gp120-PG9 antibody binding | inhibition, % at 6.7 µM | 0.43% of 360,000 active; in the data active = inhibition above about 8.5%
FXN GAA850 act = increases GAA850 frataxin promoter reporter activity. activation, % at 6 µM. AID 540364. 0.56% of 360,000 active. HEK293 lucGAA850 FXN promoter luciferase reporter, 24 h; percent of 10 µM SAHA response;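 active = activation above the average of all compounds screened plus 3 SD, cutoff fixed separately per campaign, cut at about 7.5% in these data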;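 note: 0% = DMSO wells and 100% = 10 µM SAHA wells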
hcDAF12 agonist = activates DAF-12 receptor from parasite H. contortus | activation, % at 6.8 µM | 1.4% of 370,000 active | HEK293 hcDAF-12 lit1-tk-luc reporter, luminescence; 0% DMSO, 100% Δ7-dafachronic acid;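 active = activation above the mean of all tested compounds plus 3 SD, cut at about 5.5% in these data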;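 note: 100% = response to 3 µM Δ7-dafachronic acid high control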
Numbers without * were called inactive; i = inactive; nt = no result given; & = joins results of further samples.

compound	HGIII-sPLA2 inh	DAX1 inh-2	SMARCA2 act	hgDAF-12 ag	ssDAF12 agonist	PLC-beta3 inh	DAX1 inh-1	Rev-erbA mod	FXN GAA850 act	PG9 binder	hcDAF12 agonist
COc1ccc2c(c1)CC(C)C/C2=N\NC(=O)c1ccco1 (centres undefined)	0	2.5	3	10	0.5	1	2.4	-5	4.3	-0.6	3.5
COc1cc(-c2c(C#N)c(N)nc3c2c(C)nn3-c2ccc(C)c(C)c2)cc(OC)c1OC	-11	-0.2	-1	-5.6	-0.7	i	-0.4	-2	3.4	0.7	2.9
CCc1ccc(C(=O)NNc2ccc(Cl)cc2)cc1	9	1.9	1	3.3	-1.2	-4	-1.1	-4	2.3	-1.1	2.8
CN1/C(=C/C=N/n2cnnc2)C(C)(C)c2ccccc21	6	-0.3	2	0.0	-2.1	-25	0.0	-5	2.6	-1.4	-0.4
Nc1ccc2nc(CN3CCOCC3)[nH]c2c1	4	0.5	0	3.0	-1.3	-6	-0.8	-4	1.4	-4.4	-0.1
CCN(CC)C(=O)C1=C(C)N(CCCOC)C(=O)C(CC(=O)NCc2cccc3ccccc23)C1 (centres undefined)	13	-1.2	-4	-0.8	-0.8	-1	0.0	-2	2.3	-1.9	-0.9
COc1ccc(C(=O)NCC(c2ccco2)N2CCc3ccccc32)c(OC)c1 (centres undefined)	4	-3.8	-2	-5.3	-1.3	2	-1.3	-2	-2.9	-1.3	-2.5
CNc1nc(C)nc(-c2ccccc2O)n1	-2	1.4	8.7*	7.1	-1.3	-253	-0.3	-2	2.5	-1.0	0.2
CCOC(=O)C1=C(Cn2cnc3ccccc32)NC(=O)NC1c1cc(C)ccc1C (centres undefined)	-8	-0.6	-3	-0.6	-0.9	5	2.2	5	-7.0	-0.4	-2.5
Cc1cc(NC(=O)c2ccc(COc3ccccc3Cl)o2)no1	-2	0.4	-1	-1.9	-1.3	-5	1.2	-3	1.6	-11	-1.2
CC(=O)N1c2ccc(S(=O)(=O)NCCC(=O)NCCc3ccc(C)cc3)cc2CC1C (centres undefined)	1	0.0	-3	-2.4	-1.1	-4	0.5	-3	0.2	-2.9	-3.0
CCOC(=O)N1CCN(C(=O)/C(=C/c2cccs2)NC(=O)c2ccc(OC)c(OC)c2)CC1	1	0.0	-2	-1.8	-0.9	-10	-1.1	-6	1.3	-2.4	-1.2
CCSc1nc2c(c(=O)n(C)c(=O)n2C)n1Cc1ccc(Cl)cc1	6	-1.1	1	0.5	-0.6	-3	0.3	6	0.8	-0.5	1.0
CC(C)c1ccc(OC[C@@H](O)CN2CCC(C(O)(c3ccccc3)c3ccccc3)CC2)cc1	-29	-0.8	-5	-1.6	-1.9	5	nt	-1	nt	nt	-0.2
COc1ccc(CN(Cc2ccccn2)S(=O)(=O)c2ccc(-n3cnnn3)c(OC)c2)cc1	-17	0.0	5	2.8	-1.3	4	-1.0	-1	-0.2	-1.9	-0.5
CCOC(=O)c1ccc(NC(=O)Cc2cccs2)cc1	-1	1.3	0	5.9	-0.6	-3	2.4	-2	2.5	-3.1	2.0
C=CC[n+]1c(-c2ccc(OC)cc2)csc1NNC(=O)Nc1ccccc1	6	0.4	-1	-1.6	-1.8	-17	0.1	6	1.0	-1.0	2.1
COc1ccc(OC)c(-c2csc(NC(=O)CSc3ccc(Br)cc3)n2)c1	0	-0.5	-1	-0.7	-0.4	2	0.2	-7	1.4	-2.2	0.2
COc1cc(NC(=O)c2ccc(Cl)cc2)c(OC)cc1NC(=O)CN1CCOCC1	-7	-0.1	1	-1.2	-1.3	-5	-0.9	3	1.0	-2.8	0.3
Cc1oc2cc([N+](=O)[O-])c(O)c([N+](=O)[O-])c2c1C(=O)c1ccc(Br)cc1	-22	-0.2	0	0.4	-1.4	-2	0.0	8	-1.7	-0.7	0.1
CCc1[nH]c(=O)c(C#N)c2c1CCCC2	-1	0.0	1	-0.7	-0.1	-3	-0.4	2	4.4	0.5	-1.0
COC(=O)[C@]12C[C@H](CC(=O)NCc3cccs3)C(=O)N(Cc3cccc4ccccc34)C1=C[C@H](C1CCCC1)O[C@@H]2C	-20	-0.3	-3	-1.3	-0.3	3	nt	1	nt	nt	-1.6
CC1CC(=Cc2ccc(N)cc2)C(=O)O1 (centres undefined)	4	-1.5	2	6.2	0.0	-9	1.2	-5	0.7	-0.1	0.1
O=C(CSc1ncnc2c1oc1ccccc12)Nc1cccc(Cl)c1	3	0.6	-2	-0.3	-0.1	1	1.1	430*	0.8	81*	4.8
CCCCNC(=O)C(C#N)c1nc2ccccc2nc1N1CCN(c2ccccc2F)CC1 (centres undefined)	8	0.4	-1	1.7	-1.2	-29	0.1	-2	2.4	1.1	0.0
N#Cc1ccc(CSc2nnc(-c3cccc(S(=O)(=O)N4CCCCC4)c3)o2)cc1	-4	-0.3	-2	-2.2	-1.2	2	0.1	3	-1.0	-1.4	-0.7
CC(C)(C)c1ccc(C(=O)N/C(=C\c2ccco2)C(=O)O)cc1	-3	0.1	4	1.6	-1.1	-6	-0.7	3	0.4	-0.3	-1.1
O=C(Nc1ccc2c(c1)CCC2)c1cnn2c1NC(c1ccco1)CC2C(F)(F)F (centres undefined)	-8	-0.5	4	2.2	-1.4	2	0.5	4	4.9	-0.6	-0.3
CCC(C(=O)Nc1ccc(C(=O)Nc2ccccc2C(=O)O)cc1)c1ccccc1 (centres undefined)	-34	2.1	-1	-0.5	-1.4	-32	0.2	-11	0.5	-2.8	-1.2
CC1CCC(NC(=O)c2cc3c(s2)CS(=O)(=O)C3)CC1 (centres undefined)	0	1.3	-3	0.5	-1.8	-1	-1.3	-7	2.8	0.9	1.0

The list continues.
compound	HGIII-sPLA2 inh	DAX1 inh-2	SMARCA2 act	hgDAF-12 ag	ssDAF12 agonist	PLC-beta3 inh	DAX1 inh-1	Rev-erbA mod	FXN GAA850 act	PG9 binder	hcDAF12 agonist
CCN(CC)c1ccc(NC(=O)CCCCC(=O)Nc2ccc(N(CC)CC)cc2)cc1	15	-0.6	-8	-3.6	-3.0	-5	-4.7	3	-7.6	-2.9	-5.6
CC1CCc2c(nc3ncnn3c2NCCc2ccccc2F)C1 (centres undefined)	5	-1.6	-4	2.2	-2.3	1	1.8	-6	-1.2	0.7	-2.9
CN(C)S(=O)(=O)c1ccc(N2CCCC2)c(C(=O)NCc2cccc(C(F)(F)F)c2)c1	2	0.4	-4	-0.8	-0.7	0	-0.3	7	-1.3	12*	0.5
O=C(C1CCCCC1)N1CCN(c2nc(-c3ccc(F)cc3)cs2)CC1	4	-1.4	0	-1.0	-1.8	-4	0.0	6	0.2	-1.5	-1.3
COc1ccc(NC(=O)C2Cc3c(-c4ccco4)ccnc3O2)cc1OC (centres undefined)	10	-3.4	-4	-5.4	-1.7	0	nt	6	-0.8	1.6	-3.5
Cn1cc(-c2ccccc2C(=O)O)c(=O)c2ccccc21	16	0.1	-4	-2.7	-0.7	-17	-0.3	-2	0.1	-2.1	1.5
CCN(CC)c1nc(N)nc(N(c2ccccc2)c2ccccc2)n1	-3	0.5	1	-0.3	-0.9	5	-0.5	5	1.6	-0.6	-1.5
Cc1cc(C)nc(Sc2ccc3nnc(C(F)(F)C(F)(F)C(F)(F)F)n3n2)n1	-1	0.3	-2	-0.2	-0.7	7	-0.3	-3	1.1	-1.7	-0.9
Cc1ccc(C2CC(=O)Oc3cc(C)c(Br)c(C)c32)cc1 (centres undefined)	-16	0.9	-1	1.4	-1.4	-5	0.4	4	0.3	0.3	-0.5
CC(C)(C)c1cc2nc(NCCOc3ccccc3)ccn2n1	-6	-0.2	-1	0.8	-0.7	-46	nt	0	3.7	-1.8	4.0
Cc1cc(O)c(-c2cc(C(=O)NCCc3ccc(S(N)(=O)=O)cc3)[nH]n2)cc1C	-30	0.0	-1	-0.3	-1.8	-1	0.6	2	0.7	-0.1	-0.2
CCCc1cc(=O)[nH]c(SCC(=O)Nc2cccc(S(=O)(=O)N3CCCCC3)c2)n1	-16	-0.8	-2	2.8	-0.4	-10	0.0	-5	0.7	-2.0	0.5
Cc1ccc(N2CCN(C(=O)NC3CCCCC3)CC2C)cc1 (centres undefined)	0	-0.4	-2	1.8	-0.6	3	1.2	-3	3.6	0.9	0.4
COc1cc(C(=O)NCC(=O)N/N=C\C(C)=C/c2ccccc2)cc(OC)c1OC	-10	0.5	1	-3.0	-0.8	-2	-1.2	-3	-1.6	-2.9	1.5
CC(=O)Nc1ccc(-c2nc3ccc(NC(C)=O)cc3o2)cc1	16	0.9	5	8.2	0.1	i	1.3	-5	4.3	-0.3	0.9
Cn1nccc1C(=O)NC(=S)Nc1cc(Cl)cc(Cl)c1	7	-0.3	-2	0.1	-0.3	-7	-0.6	-2	1.6	-1.7	1.1
N=C(N)c1ccc(OCCCCCOc2ccc(C(=N)N)cc2)cc1	2	-1.5	-6	-4.6	-1.5	1	0.1	12&-3	-3.4	-1.6	-0.6
O=C(Nc1ccc(F)cc1)OC1CC2CC1[C@H]1CCCCN1C2 (some centres undefined)	-3	-0.9	-2	-2.6	-1.4	-5	nt	1	nt	nt	0.7
O=C(NCc1ccncc1)c1csc([C@@H]2C[C@H](O)[C@@H](CO)O2)n1	6	0.6	-3	-1.0	-0.7	9	nt	-5	1.0	2.0	0.1
O=C(O)CCn1c(O)c(C=C2N=c3ccccc3=N2)sc1=S	-1	-0.7	-9	-6.9	-1.1	-35	-3.1	-8	-8.7	-7.0	-0.8
CCOC(=O)CNC(=S)SC	-1	0.3	3	-0.2	-0.8	-3	1.1	-4	-1.7	-0.9	-0.1
O=C(N/N=C/c1cccc(O)c1)c1cc(-c2ccc3c(c2)OCO3)n[nH]1	-6	0.7	-1	6.0	-0.5	-1	-2.3	-1	1.5	-1.7	2.8
OCCc1c[nH]c2ccccc12	-2	-0.1	-1	-1.6	-1.6	1	4.5*	4	-1.6	-0.5	1.1
CCc1ccc(NC(=S)N2CCN(S(=O)(=O)c3ccccc3)CC2)cc1	2	0.0	-2	1.7	-0.6	-5	0.2	-5	-0.6	1.0	-2.2
Cc1ccc(C(=O)NCCN2CCN(C(=O)c3ccc(C)c(C)c3)CC2)cc1C	-2	0.1	-1	2.4	-1.2	-4	1.4	6	-0.1	-2.6	-0.6
O=C(c1ccc(COc2c(F)c(F)cc(F)c2F)o1)N1CCN(c2ccccc2)CC1	-4	0.6	-1	-0.4	-0.9	0	0.4	4	0.1	-1.3	-1.4
CCCCn1c(N)c(N(CCC(C)C)C(=O)COC(=O)c2sccc2C)c(=O)[nH]c1=O	5	-1.1	-2	2.5	-0.7	-7	0.8	2	-1.8	-0.9	-1.1
Oc1ccc(C[C@@H]2CNCCN2CCc2cccc(F)c2)cc1	0	0.7	2	-0.4	-1.1	0	0.5	0	0.4	-0.5	-0.6
